Source: PubChem BioAssay (The Scripps Research Institute Molecular Screening Center)
GBA enhancer: GBA activity enhancers in patient fibroblasts, primary screen, cell-based; L444P Gaucher fibroblasts, 4-MU-glucoside fluorescence, 3 days; Lysosomal acid glucosylceramidase (Homo sapiens), P04062; hit rate 0.44% among 30,000; AID 784, 2007; activation, % at 10 µM; in the data active means activation above about 65%;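 further: 0% = vehicle wells and 100% = positive control wells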
Target sequence (P04062 whole entry L483P): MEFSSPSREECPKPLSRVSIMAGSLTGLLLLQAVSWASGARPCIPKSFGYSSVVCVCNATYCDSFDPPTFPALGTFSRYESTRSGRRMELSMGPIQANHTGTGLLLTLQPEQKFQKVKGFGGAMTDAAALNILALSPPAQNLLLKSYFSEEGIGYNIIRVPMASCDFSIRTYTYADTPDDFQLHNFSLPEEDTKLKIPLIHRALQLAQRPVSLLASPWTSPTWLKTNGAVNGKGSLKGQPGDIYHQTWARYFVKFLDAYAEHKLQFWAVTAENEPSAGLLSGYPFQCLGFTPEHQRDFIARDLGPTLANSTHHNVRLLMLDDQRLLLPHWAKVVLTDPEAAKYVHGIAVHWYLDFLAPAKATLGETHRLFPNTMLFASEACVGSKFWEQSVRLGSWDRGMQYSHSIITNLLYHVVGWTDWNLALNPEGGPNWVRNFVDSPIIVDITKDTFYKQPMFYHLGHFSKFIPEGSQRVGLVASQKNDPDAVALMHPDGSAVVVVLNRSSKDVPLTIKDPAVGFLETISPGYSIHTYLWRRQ
Starred values were filed as active, the others as inactive. A portion of the library. The share of hits here may be higher or lower than overall.

SMILES	GBA enhancer
Cc1nc2ccccc2n1CC(=O)OCC(=O)Nc1ccc2c(c1)OCCO2	-15
O=S(=O)(NCCc1ccc2c(c1)OCCO2)c1cccs1	9
O=C(C1CCCN(c2ncccn2)C1)N1CCc2ccccc21 (stereo not given)	-24
OCCN(Cc1ccccc1)Cc1cccc(F)c1	-3
O=C(O)c1cccc(NC(=O)C2CC(=O)N(Cc3ccccc3)C2)c1 (stereo not given)	-13
CCn1c(SCC(=O)c2c[nH]c3ccccc23)nnc1-c1cccs1	-28
CCN(CC(=O)Nc1cccc(OC)c1)C(=O)C1CCN(C(=O)Nc2ccccc2)CC1	-23
CC1CC(=O)Nc2ccccc2S1(=O)=O (stereo not given)	-6
O=C(CCCCCN1C(=O)c2ccccc2C1=O)NC1CCCC1	9
CN(C)c1ccc(CN(C(=O)C2COc3ccccc3O2)C2CCS(=O)(=O)C2)cc1 (stereo not given)	0
CCNc1nc(NC(C)(C)C)nc(SC(C(C)=O)C(C)=O)n1	-2
CC1CCc2nc(NCCO)nc(C(F)(F)F)c2C1 (stereo not given)	2
Cn1c(SCC(=O)N2CCc3ccccc32)nnc1C1CC1	-14
Cc1ccc(C(=O)N2CCN(c3ccc(Cl)cc3)CC2)cc1	-3
Cc1ccc(CCNC(=O)C2CCN(S(=O)(=O)c3cccc4nonc34)CC2)cc1	-27
O=P(O)(O)COc1ccccc1P(=O)(c1ccccc1)c1ccccc1	14
O=c1cc(CNCCCO)c2ccccc2[nH]1	-15
O=C(OCc1nnc(-c2ccccc2)o1)c1cc(S(=O)(=O)N2CCOCC2)c(Cl)cc1Cl	1
Nn1c(=O)c2ccccc2n2c(SCc3ccccc3)nnc12	-48
O=C(NCC1CCCO1)c1cccc(NC(=O)c2ccco2)c1 (stereo not given)	-52
COCCNC(=O)C1CC(c2cccc(OC)c2)=NO1 (stereo not given)	10
CC(C)OC(=O)CSc1nc2ccccc2s1	2
COc1cc(OC)c(C2=NOC(C(=O)NCc3ccc4c(c3)OCO4)C2)cc1Cl (stereo not given)	-10
COc1ccc2cc(C#N)c(N3CCN(Cc4nnnn4CCC(C)C)CC3)nc2c1	-17
O=C(NCc1ccccc1)N1CCN(c2ccc(Cl)c(Cl)c2)CC1	-29

Further results follow:
SMILES	GBA enhancer
O=C(Nc1cc(C(=O)N2CCOCC2)cc(C(=O)N2CCOCC2)c1)c1cc(F)c(F)cc1Cl	-8
O=C(Nc1ccccc1OC(F)F)c1ccc(F)cc1	-16
CCOC(=O)C1CCN(C(=O)CN(c2cccc(C(F)(F)F)c2)S(C)(=O)=O)CC1	-12
O=C(COC(=O)C1CC1)Nc1ccc(Oc2ccccc2)cc1	1
CCOC(=O)CNC(=O)c1cc(C)oc1C	4
CC(Sc1nc(-c2ccccc2)cc(C(F)(F)F)n1)C(=O)NCCN1CCOCC1 (stereo not given)	11
COc1cc(C2=NOC(C(=O)N3CCOCC3)C2)cc(OC)c1OC (stereo not given)	-2
Cc1ccc(-c2csc3nc(=O)c(C)nn23)cc1	-19
Cc1cc(C)nc(NC2=NC3CCCCC3N2)n1 (stereo not given)	2
CC(OC(=O)c1ccccc1NCc1ccco1)C(=O)Nc1ncc(Cl)cc1Cl (stereo not given)	1
CCN(C1CCCCC1)S(=O)(=O)c1ccc(OC)c(C)c1	-23
CN1CCc2c(sc3c2c(=O)n(-c2cccc(Cl)c2)c2nncn32)C1	-30
COCCn1c(SCC(=O)Nc2nnc(C)s2)nnc1-c1ccncc1	-65
C#CCOC(=O)c1ccccc1C(=O)n1nnc2ccccc21	13
CC1Cc2cc(C(=O)O)ccc2O1 (stereo not given)	-10
O=c1c2ccccc2nc2c3ccccc3c3nncn3n12	-6
O=C(C1CC1)N1CCc2cc(S(=O)(=O)NCCC3=CCCCC3)ccc21	43
CCOC(=O)c1cc(-c2ccc3c(c2)OCCO3)nc2c1c(C)nn2CCC#N	19
COc1ccc(-n2c(/C=C(\C)O)nc(=O)c3c(C)cc(C)nc32)cc1	3
CCC(Oc1ccccc1)C(=O)Nc1ccccc1OC (stereo not given)	-4
CC(=O)Nc1ccc(S(=O)(=O)NC2=NCN(CCOC(=O)c3ccccc3)CN2)cc1	-10
Cc1cc(C(=O)OCC(=O)NCc2ccco2)c(C)n1-c1ccccc1	-9
Cc1cccc(OCc2nc(-c3nonc3N)no2)c1C	13
CCC(CC)C(=O)Nc1cc(OC)c(OC)cc1C(=O)O	-7
COc1cc(NS(C)(=O)=O)c(OC)cc1NC(=O)c1cccc(F)c1	-4

(more compounds)
SMILES	GBA enhancer
COc1cccc(CNc2nc3ccccc3n2CCN2CCCCC2)c1OC	-14
COc1ccc(NC(=O)Nc2ccccc2C(N)=O)cc1OC	-1
Cc1cc(C)nc(N2CCC(C(=O)Nc3ccc4c(c3)CCC4)CC2)n1	-17
CCOC(=O)c1cc(CC)sc1N	-19
Cc1ccc(S(=O)(=O)N2CCN(C(=O)c3ccc(OCc4c(C)noc4C)cc3)CC2)cc1	-7
COc1ccc(N(CC(=O)Nc2ccc3c(c2)OCCO3)S(C)(=O)=O)c(OC)c1	6
O=C(NCCN1CCOCC1)c1cc2ccccc2o1	27
CCCCCC(=O)Nc1ccc(N2CCN(CC)CC2)c(Cl)c1	-47
CCCS(=O)(=O)N1CCC(C(=O)NCCc2ccc(OC)c(OC)c2)CC1	-4
O=C(Nc1ccc(F)cc1F)c1noc2c1CCC2	-29
Cc1cc(N2CCC(C(=O)NC3CC3)CC2)nc(-c2ccccc2)n1	-7
Fc1cnc(N2CCN(c3ccccc3)CC2)nc1N1CCN(c2ccccc2)CC1	-12
CC(C)C(=O)Nc1cccc(-c2nc3ccccc3o2)c1	-2
CCOC(=O)c1sc2ccc(S(=O)(=O)N3CCCCC3)cc2c1N	-8
CCOC(=O)C1CCN(C(=O)CCc2ccccc2)CC1	-23
CC(=O)c1cccc(NC(=O)N2CCCc3ccccc32)c1	-16
CCC(=O)N1CCN(c2ccccc2NC(=O)c2cccc(C)c2)CC1	-37
CCOC(=O)c1ccc(NC(=O)N2CCN(c3ccccn3)CC2)cc1	-3
O/N=C1\CCCc2oc3c(c21)CCCC3	-2
O=C(NCC(c1cccnc1)N1CCN(c2ccc(F)cc2)CC1)c1cccc(Cl)c1 (stereo not given)	4
O=C1NC2(Nc3ccccc31)C(=O)Nc1ccccc12 (stereo not given)	-7
COc1ccc(CNC(=O)C(C#N)c2nc3ccccc3nc2N2CCN(C)CC2)cc1 (stereo not given)	-23
COc1cccc(C(=O)N(CN2CCCC2=O)c2ccccc2OC)c1	5
c1ccc(-c2noc(-c3cccnc3)n2)nc1	23
O=S(=O)(c1cccs1)n1nnc2ccccc21	-9

(cont.)
SMILES	GBA enhancer
c1ccc(OCCn2cnc3ccccc32)cc1	-1
COc1ccc(C2=NOC(C(=O)Nc3ccc(C(C)=O)cc3)C2)cc1OC (stereo not given)	-8
Fc1ccc(CN2CCSCC2)cc1Br	-4
COC(=O)c1cc(Oc2ccc(C(=O)OC)cc2N)cc(C(=O)OC)c1	-6
COc1cccc(N2C(=O)C3CCCN3C2c2ccc(F)cc2)c1 (stereo not given)	-32
CCOC(=O)C1CCCN(c2ncnc3c2cnn3-c2ccc(Cl)cc2)C1 (stereo not given)	-62
CCc1nc(C)cn1S(=O)(=O)c1cc(Br)ccc1OC	-11
COc1ccc(CNC(=O)C2CC=CCC2C(=O)O)cc1OC (stereo not given)	-3
c1ccc(-c2csc3ncn4cnnc4c23)cc1	-17
CCOC(=O)N1CCC(NC(=O)c2cccnc2SC)CC1	-45
COc1ccc2nc(SCC(=O)NC(C)C)[nH]c2c1	-15
COc1cc(NS(=O)(=O)c2ccc(F)cc2)c(OC)cc1NC(=O)C1CC1	-1
COc1ccc(S(=O)(=O)N(CCc2ccccc2)CC(=O)N2CCOCC2)cc1	-11
O=P(O)(CP(=O)(c1ccccc1)c1ccccc1)c1ccccc1	-4
CC(=O)Nc1nc2n(n1)C(c1ccc(Cl)cc1)C=C(C)N2 (stereo not given)	-9
CCOc1ccccc1-c1cc(-c2ccc(OC)cc2)nc2c1c(=O)n(C)c(=O)n2C	-2
CCCc1cc(=O)[nH]c(NCc2ccc(Cl)cc2)n1	-36
CCOc1ccc(OCc2ccc(C(=O)OCc3ccccn3)o2)cc1	13
CCOc1ccccc1OCC(O)CNC (stereo not given)	30
N#Cc1nc(-c2ccc(OCc3ccccc3)cc2)oc1NCc1ccco1	-23
CCOc1ccc(S(=O)(=O)N(C)c2ccc(OCC(=O)OCc3c(C)noc3C)cc2)cc1	-2
CCN(CC)S(=O)(=O)c1ccc(C(=O)NCc2n[nH]c(=S)n2Cc2ccccc2)cc1	-40
Cc1cc2oc(=O)cc(C)c2c(=O)o1	-7
CC(=O)N1CCc2cc(S(=O)(=O)NC(C(=O)NC3CCCc4ccccc43)C(C)C)ccc21 (stereo not given)	-15
FC(F)C(F)(F)C1=CC(c2cccs2)=NCCN1	3

Next part
SMILES	GBA enhancer
O=C1CCC(=O)N1c1ccc(CSc2nc3ccccc3[nH]2)cc1	-10
CN(C)CCOc1nc(-c2ccccc2)nc2c1oc1ccccc12	-14
O=C(Cn1cnc2ccccc21)OCC(=O)N1CCc2ccccc2C1	12
O=C(CSc1ccccn1)N1CCN(c2ccccc2)CC1	3
O=C(CC1CCCCC1)N1CCN(c2ccccn2)CC1	15
CCOC(=O)CSc1nnc(-c2ccccc2NC(=O)c2ccccc2)o1	-15
O=C(Nc1ccc(Br)c2cccnc12)c1ccc(Cn2cc(Cl)cn2)o1	-1
O=C(CSc1nnc(C2CC2)n1Cc1ccccc1)c1cc2ccccc2o1	2
COc1ccccc1C(=O)NCCC(=O)N1CC(=O)Nc2ccccc21	-1
CC(C)(C)c1ccc(S(=O)(=O)N2CCCC2C(=O)NC2=NCCS2)cc1 (stereo not given)	-14
CCCC(=O)CN1C(=O)C2(OCCO2)c2ccccc21	15
Cn1c(=O)c2c(ncn2CC(N)=O)n(C)c1=O	-23
CCS(=O)(=O)n1nc(-c2ccccc2)nc1SCc1ccccc1	-17
CC1(C)Cc2c(sc3nn[nH]c(=O)c23)CO1	-29
Cc1ccc(-c2nnn(CC(=O)N3CCCCC3)n2)c(-n2cnnn2)c1	-23
COc1ccc(-n2nc(C(=O)Nc3ccc4c(c3)OCO4)c3ccccc3c2=O)c(OC)c1	-58
Cc1noc(C)c1COC(=O)c1cc(F)c(F)cc1Cl	-16
Cc1ccc2cc3cc(C(=O)N4CCCCCC4)oc3nc2c1	-2
CC(=O)c1c(N=CN(C)C)nc(C)nc1-c1ccccc1	-5
Cc1sc2nc3n(c(=O)c2c1C)NC(=O)CC3	-12
O=C(O)CCCNc1cc(N2CCC3(CC2)OCCO3)c2noc3c2c1C(=O)c1ccccc1-3	5
Cc1cc(C)c(NC(=O)NC(=O)c2ccc(F)cc2)c(C)n1	3
Cc1ccc(C)c(N2CCN(C(=O)c3cc(S(=O)(=O)N4CCOCC4)ccc3F)CC2)c1	5
Cc1cc(C)n(-c2cccc(Cl)c2)c(=O)c1C#N	-11
C=CCN1C(=O)C2C(C(=O)NC3CCCCC3)C3C=CC2(O3)C1C(=O)NC1CCCC1 (stereo not given)	-22

Next part
SMILES	GBA enhancer
CCn1nnc(NC(=O)c2cccnc2)n1	13
CCCCC(c1nnnn1C1CCCC1)N1CCN(C2CCCC2)CC1 (stereo not given)	10
CCOc1ccc(Nc2oc(Cc3ccccc3)nc2C#N)cc1	12
C=CCNC(=O)CCCCC(=O)NCC=C	2
COc1ccc(NC(=O)CN2CCN(CC(=O)Nc3ccccc3F)CC2)c(OC)c1	24
CC1=C(C(=O)N2CCOCC2)C(c2cccs2)NC(=O)N1 (stereo not given)	-7
CCC(C)(C)n1nnnc1CN(Cc1cc2cc(OC)ccc2[nH]c1=O)C1CCCC1	-27
CCOc1ccc2[nH]c(=O)c(CN(CCO)C(=O)c3ccccc3F)cc2c1	-8
CC(=O)c1cccc(S(=O)(=O)N(CCCO)Cc2cc3ccc(C)cc3[nH]c2=O)c1	-10
O=C(NCC1CCCO1)c1ccccc1-c1nc(-c2ccc(Cl)cc2)no1 (stereo not given)	-12
O=C(C1CCCN1C(=O)c1cccs1)N1CCN(Cc2ccc3c(c2)OCO3)CC1 (stereo not given)	-23
O=C(COC(=O)c1ccc(Br)o1)NCc1ccco1	-42
CCOC(=O)C1CCN(C(=O)CC2C(=O)N(Cc3ccccc3)C(C)c3nc4ccccc4n32)CC1 (stereo not given)	-25
